S2 tox: reduces viability in counter-screen for ATXN expression inhibitors; 400,000 compounds, 0.49% hits; S2 cells (HEK-293 line with an ATXN2-luciferase reporter) viability, CellTiter-Fluor protease fluorescence, 24 h; Potency, µM (series often up to 56.7 µM), most hits filed as cytotoxic; AID 651635; note: potency is the fitted concentration of half-maximal effect; nearly all actives have a fitted effect of over 40% in size
KB-3-1 cytotox: KB-3-1 parental cell cytotoxicity | KB-3-1 viability, CellTiter-Glo ATP luminescence, 72 h | Potency, µM (series often up to 46.1 µM), for inactives: at the top dose activity change, negative = cytotoxic, most hits filed as cytotoxic | 400,000 compounds, 1.4% hits; note: potency is the fitted concentration of half-maximal effect; % is set by controls: 0 for no effect and ±100 for the full control effect; nearly all actives have a fitted effect of over 60% in size
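Multi-concentration cytotoxicity screen in KB-3-1 cells grown in DMEM lacking phenol red with 10% FBS. After 72 h at 37 °C with compound, ATP-dependent luminescence was recorded.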
ATXN2 expr inh: ATXN2 expression inhibition; 360,000 compounds, 0.72% hits; AID 1745845; HEK-293 ATXN2-luciferase reporter, luminescence, 24 h; Potency, µM (doses to about 57 µM), for the others: at the top dose activity change, negative = inhibition, usual class: inhibitors; note: potency is the fitted concentration of half-maximal effect; % is set by controls: 0 for no effect and ±100 for the full control effect; nearly all actives have a fitted effect of over 55% in size
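qHTS (up to 57 uM final) was run with 24 h compound exposure of reporter cells at 37 °C. Each well was multiplexed: SteadyGlo luminescence measured ATXN2-luciferase expression after a fluorogenic Gly-Phe-AFC viability readout (25 uM final).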
MCF10A rerep: DNA re-replication induction in MCF 10a cells; MCF 10A DNA re-replication, Hoechst nuclear intensity, 48 h; Potency, µM (series often up to 46.1 µM), for inactives: at the top dose activity, positive = re-replication, usual class: activators; 350,000 compounds, 2.9% hits; AID 624296; note: potency is the fitted concentration of half-maximal effect; % of control where 0% means no effect; nearly all actives have a fitted effect of over 50% in size
HepG2 viability: HepG2 cytotoxicity, counter-screen for TGF-b inhibitors; 410,000 compounds, 0.76% hits; HepG2 CAGA-GFP viability, ATP luminescence, 18 h; Potency, µM (series often up to 46.1 µM), for the others: at the highest dose activity change, negative = cytotoxicity, hits mostly cytotoxic; note: potency is the fitted concentration of half-maximal effect; some results filed as inactive show a strong effect at the top dose
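CellTiter-Glo luminescence gave cytotoxicity after 18 hours at 37 degrees C. The cells were HepG2 CAGA-GFP in 1% FBS DMEM, stimulated with 500 pg/mL TGF-beta after compound addition. %Activity was normalised to no-cell wells (complete cell-killing) and DMSO (no toxicity), and curves were fitted and classified.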
IL-1B inflam inh: blocks inflammasome-driven IL-1 beta release | THP-1 LPS/ATP IL-1B secretion, AlphaLISA, 16 h; hits give low values | activity change, % at 57.5 µM | 360,000 compounds, 4.7% hits; in the data active = activity change below about -50%; inconclusive = mostly about -30% to -49%; note: % is set by controls: 0 for no effect and ±100 for the full control effect
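Secreted IL-1B measured by AlphaLISA bead assay after 16 h compound exposure of THP-1 cells; compounds (final up to 57.5 uM) added 1 h before LPS (250 ng/mL) and ATP (1.25 mM) stimulation; lower signal means less secretion.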
HT1080NT lethal: kills 2HG-producing HT-1080-NT fibrosarcoma cells. HT-1080-NT fibrosarcoma viability, CellTiter-Glo ATP luminescence, 48 h. Potency, µM (top dose mostly 46.1 µM), inactives show top-dose activity, negative = less viability, actives largely listed as cytotoxic. 360,000 compounds, 1.6% hits. AID 686970;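 note: NT is the 2HG producing partner of a matched IDH1 knockdown line; potency is the fitted concentration of half-maximal effect; 0% = DMSO-treated cells and -100% = media-only wells without cells; nearly all actives have a fitted effect of over 55% in size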
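HT-1080-NT fibrosarcoma cells (2HG-overproducing), 750 cells/well in RPMI with 5% FBS, dosed after 2 h and incubated 48 h at 37C. CellTiter-Glo luminescence normalized to DMSO and no-cell wells; concentration-response curves fitted and classed.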
HT1080 IDH1KD tx: HT-1080 IDH1 knockdown cell toxicity (counter line). HT-1080 IDH1 knockdown viability, ATP luminescence, 48 h. Potency, µM (highest dose often 46.1 µM), inactives show at the top dose activity, negative = toxicity, hits mostly cytotoxic. 360,000 compounds, 2% hits;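 note: potency is the fitted concentration of half-maximal effect; 0% = DMSO wells and -100% = cell-free medium wells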
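Cytotoxicity counter-line: IDH1KD HT-1080, 48 h, CellTiter-Glo. Curves classed by r2, magnitude and activity.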
SW480 rereplic: induces DNA re-replication in SW480 colon adenocarcinoma cells; AID 624297; 340,000 compounds, 1.8% hits; Potency, µM (titrated, usually from 46.1 µM), for the others: top-dose re-replication activation, usual class: activators; SW480 DNA re-replication, Hoechst DNA content imaging, 48 h; note: potency is the fitted concentration of half-maximal effect; % of control where 0% means no effect; nearly all actives have a fitted effect of over 55% in size
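Compounds, transferred as 23 nL by pin tool, were incubated with cells for 48 hr; DNA content per nucleus was then quantified by Hoechst staining and fluorescence plate imaging.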
Numbers without * were called inactive; i = inactive; ? = inconclusive; . = no result given; & = joins results of further samples; [ ] = another dose, or the depositor's remark. Unless noted, calls come from the whole dose curve; as a rule, active = well fitted curve in the direction sought with a large enough effect; inconclusive = small, poorly fitted or top-dose-only effect, or another doubt; inactive = no such curve, though single readings can be large; an effect the other way counts as inactive or inconclusive.

SMILES | S2 tox | KB-3-1 cytotox | ATXN2 expr inh | MCF10A rerep | HepG2 viability | IL-1B inflam inh | HT1080NT lethal | HT1080 IDH1KD tx | SW480 rereplic
O=C(c1cc2cc([N+](=O)[O-])ccc2s1)N1CCCCC1 | i | 3% | 20% | -7% | -5% | -29 | 0% | 0% | -8%
N#CC1=C(SCC(=O)c2ccccc2)NC2=C(C(=O)CCC2)C1c1ccco1 (configuration not stated) | ? | 18µM* | 144%[activator] | 8.9µM* | -6% | -97* | ? | 4.6µM* | 15µM*
COc1ccc(CC(=O)N/N=C(\C)c2ccc(Br)s2)cc1 | i | 2% | -4% | -10% | -4% | -2 | 11% | 8% | -14%
O=C(O)C(Cc1c[nH]c2ccccc12)NS(=O)(=O)c1ccc(F)cc1 (configuration not stated) | i | 2% | . | . | -8% | 25 | -1% | 0% | .
COc1ccc(-n2nc(C#N)c(Cl)cc2=O)cc1 | . | ? | ? | 0.73µM* | 18µM* | -106* | 7.3µM* | 13µM* | ?
CCON1C(=O)CN(C(=O)OC)C1c1ccc(Cl)cc1Cl (configuration not stated) | i | 17% | 13% | 9% | -14% | 11 | 7% | 7% | -4%
COc1cc(/C=C(/NC(=O)c2ccccc2)C(=O)Nc2ccccc2)c([N+](=O)[O-])cc1OC | ? | 9% | 5% | 0% | -2% | -6 | 5% | 6% | 1%
Cc1nc(SCC(=O)NCc2ccco2)c2c3c(sc2n1)CCCC3 | i | ? | -26% | ? | -43% | -9 | -7% | ? | 1%
Cc1cccc(N2CCN(CCNC(=O)C3COc4ccccc4C3)CC2)c1C (configuration not stated) | i | 0% | -8% | . | -13% | . | . | . | .
Nc1ccc2nn(-c3ccc(Cl)cc3)nc2c1 | i | 9% | 5% | 28% | -12% | 41 | -19% | -15% | ?
CCN1CCN(C(=O)c2cccc(OC3CCN(S(=O)(=O)N(C)C)CC3)c2)CC1 | i | . | 19% | 2% | 0% | 17 | -1% | 2% | 3%
COc1ccc(OC)c2sc(NC(=O)c3ccc(S(=O)(=O)N4CCOCC4)cc3)nc12 | i | 12% | -4% | ? | -6% | -14 | 1% | -3% | -4%
CC(=O)Nc1ccc(NC(=O)Cn2cc3c(n2)CCCCC3)cc1 | i | 1% | 5% | . | 7% | . | . | . | .
COc1ccc(N(CC(=O)Nc2cccc(C(=O)O)c2)S(=O)(=O)c2c(C)noc2C)cc1 | i | 5% | 4% | 9% | -13% | 1 | -2% | 1% | 1%
CC(=O)c1cccc(NS(=O)(=O)c2c(C)noc2C)c1 | i | 8% | 3% | -1% | -14% | -2 | 16% | 20% | -9%
Cc1c(NC(=S)NC(=O)c2cc3ccccc3o2)cccc1C(=O)O | i | ? | 34%[activator] | 20% | -12% | 37 | -3% | -1% | -2%
NC(=O)c1nsc(C(=O)N(c2ccccc2)C(C(=O)NC2CCCCC2)c2ccc(O)cc2)c1N (configuration not stated) | i | 10% | -5% | -1% | -9% | 4 | -2% | -7% | ?
CC1CCCCN1N=Nc1nc2c([nH]1)c(=O)n(C)c(=O)n2C (configuration not stated) | i | 14% | 12% | -3% | -5% | 24 | 2% | 0% | -7%
CCOC(=O)c1c(C)oc2nc(C)nc(NCc3ccccc3Cl)c12 | i | -1% | -8% | . | 3% | . | . | . | .
CC(=O)NCC1CCCN(C(=O)c2oc3c(F)cccc3c2C)C1 (configuration not stated) | i | 1% | . | 2% | -49% | 16 | 7% | 11% | -8%
CCn1nnnc1NCc1cccn1C | i | -5% | -9% | -193%[0.0737 µM] | -4% | -1 | 1% | -7% | -33%[inhibitor]
COc1cccc2sc3cc(NCC[C@@H]4CCCN4C)ccc3c(=O)c12 | . | -7% | ? | ? | -28% | -71* | -10% | 2% | ?
Cc1ccc(S(=O)(=O)N2CCN(C(=O)CSC3CCCC3)CC2)c(C)c1 | i | -13% | -9% | 16% | -21% | -7 | 0% | -2% | 5%
Cc1nc(N)sc1-c1csc(N(C)c2ccc(O)cc2)n1 | i | ? | 44%[activator] | 19% | -22% | -26 | -24% | ? | -3%
Cc1cccc2cc(CN(CCCN(C)C)C(=S)NCCc3ccccc3)c(=O)[nH]c12 | i | 2% | -15% | 1% | 5% | -51* | -20% | -18% | 3%
Continuation.
SMILES | S2 tox | KB-3-1 cytotox | ATXN2 expr inh | MCF10A rerep | HepG2 viability | IL-1B inflam inh | HT1080NT lethal | HT1080 IDH1KD tx | SW480 rereplic
CC12CCC(C(=O)N(CCC#N)CCC#N)(CC1=O)C2(C)C (configuration not stated) | i | -3% | -2% | 5% | -21% | 0 | ? | -2% | -7%
CCOC(=O)C1CCN(Cc2c(O)ccc3ccccc23)CC1 | i | -10% | 16% | 37% | -12% | -4 | 1% | -29% | -4%
Cc1cccc(-c2oc3ccccc3c2C#CCCCCO)c1 | i | 0% | -18% | ? | -19% | ? | -3% | -1% | 0%
COc1cccc(OC)c1C(=O)N=c1sc2cc(S(C)(=O)=O)ccc2n1C | ? | ? | -20% | 1% | -4% | -5 | 3% | 12% | -4%
CC(=O)Nc1nonc1NC(=O)COc1ccccc1 | i | 2% | . | -3% | -1% | -9 | 4% | 9% | -8%
Cc1ccc(-n2nc(C(=O)N3CCN(c4cc(Cl)ccc4C)CC3)c(=O)n(C)c2=O)cc1 | i | 0% | -8% | . | -3% | . | . | . | .
O=C(NCCc1nc2ccccc2[nH]1)/C(=C/c1ccco1)NC(=O)c1ccco1 | ? | 8% | -1% | 1% | 7% | 9 | 14% | 18% | 5%
OC1CN=C2C=CC=CN2C1 (configuration not stated) | i | 0% | 2% | 6% | 6% | 1 | 2% | 9% | -4%
O=C(NCC1CCCCC1)c1cccc(Br)c1 | i | 21% | 28% | -1% | 3% | 11 | 18% | -1% | -6%
CS(=O)(=O)c1ccccc1-c1nc(-c2ccc(C(F)(F)F)cc2)no1 | i | -20% | 0% | 11% | -19% | ? | -5% | -3% | 0%
Cc1ccc(C(C)C)c(OCC(=O)c2c(O)c3ccccc3oc2=O)c1 | i | 0% | -4% | 0% | -16% | 0 | 7% | 4% | -5%
CCOC(=O)c1c(NC(=O)CC)sc(C(C)=O)c1C | i | 1% | 13% | 1% | 6% | -18 | -1% | -1% | -5%
O=C(NCCC1=CCCCC1)c1cnsn1 | ? | 8% | 35%[activator] | -7% | -21% | -7 | 17% | 6% | 3%
CCN1CCN(Cc2c(O)c(Cl)cc3c(C)cc(=O)oc23)CC1 | i | 3% | 3% | 5% | -16% | 1 | 3% | 10% | 2%
Cc1ccc(-n2c(SCC(N)=O)nc(O)cc2=O)cc1 | i | 5% | 3% | -5% | -13% | 0 | 7% | 16% | ?
COc1ccc(-c2csc(N(CCc3ccccc3)C(=O)COc3ccccc3)n2)cc1 | i | -14% | -1% | 7% | -3% | 0 | -7% | -4% | 0%
CCn1c(CN(C)c2ccccc2)nc2ccccc21 | i | -8% | -8% | ? | -8% | -17 | -13% | -21% | -6%
COc1ccc(C2CC(c3ccc(F)cc3)Nc3nc(N)nn32)cc1OC (configuration not stated) | i | 15% | 8% | 0% | -3% | 18 | 2% | 13% | -10%
COc1ccc(-c2nnc(NC(=O)Cc3ccccc3)o2)cc1 | i | -11% | . | -6% | -7% | -2 | 6% | 7% | -1%
COc1ccc(NC(C)=O)cc1NC(=O)CN1CCN(CC(=O)Nc2ccccc2Cl)CC1 | i | -8% | -17% | 1% | -22% | ? | -3% | 0% | -11%
NC(=O)C1CCN(C(c2ccccc2F)c2nnnn2Cc2ccco2)CC1 (configuration not stated) | i | -3% | 9% | -2% | -3% | 0 | 7% | 6% | 1%
Cc1nn(-c2ccccc2)c(C)c1NC(=O)COC(=O)CCOc1ccccc1 | i | 0% | -4% | 0% | -7% | 11 | -1% | 1% | -10%
COc1ccc(NC2CCCN(C(=O)c3cccc(C(F)(F)F)c3)C2)cc1OC (configuration not stated) | ? | -2% | . | 15% | 1% | 23 | -1% | 3% | 7%
Cc1cc(C)c2c(NC(=O)C3CC3)nn(C)c2n1 | i | 4% | 0% | 2% | -6% | -2 | 11% | -7% | -8%
Cc1ccccc1N(C(=O)c1snc(C(N)=O)c1N)C(C(=O)NCc1ccccc1)c1ccc(O)cc1 (configuration not stated) | ? | 0% | ? | ? | -38% | -100* | ? | ? | ?
COc1ccccc1NC(=O)CCc1c(C)nc2c(-c3ccc(F)cc3)c(C)nn2c1C | i | 19% | -19% | 17% | 0% | -2 | -19% | 3% | 2%
COC(=O)c1cc(S(=O)(=O)NCC2CCN(CCc3cccs3)CC2)cn1C | ? | -25% | -9% | 0% | -10% | -22 | 2% | -4% | -10%
CN(C)S(=O)(=O)c1ccc(C(=O)Nc2ccccn2)cc1 | i | 6% | 53%[activator] | 15% | -5% | 6 | -1% | 10% | -8%
COc1ccccc1C(=O)O[C@H]1[C@H](Cc2ccccc2)NS(=O)(=O)[C@H]2C[C@@H]3C=C[C@]12O3 | i | 15%&13% | 6% | 0% | 19%&-31% | -4 | 4% | 4% | -13%
O=C(O)c1ccc(-n2nc(C(F)(F)F)cc2-c2cccs2)cc1 | i | ? | . | -6% | 4% | 15 | 29% | 0% | 2%

Complete entries from above:
Shown for `CCON1C(=O)CN(C(=O)OC)C1c1ccc(Cl)cc1Cl` (configuration not stated) → S2 tox: i; KB-3-1 cytotox: 17%; ATXN2 expr inh: 13%; MCF10A rerep: 9%; HepG2 viability: -14%; IL-1B inflam inh: 11; HT1080NT lethal: 7%; HT1080 IDH1KD tx: 7%; SW480 rereplic: -4%
Shown for `COc1ccc(N(CC(=O)Nc2cccc(C(=O)O)c2)S(=O)(=O)c2c(C)noc2C)cc1` → S2 tox: i; KB-3-1 cytotox: 5%; ATXN2 expr inh: 4%; MCF10A rerep: 9%; HepG2 viability: -13%; IL-1B inflam inh: 1; HT1080NT lethal: -2%; HT1080 IDH1KD tx: 1%; SW480 rereplic: 1%

High-throughput results (PubChem BioAssay)
